Source: PubChem BioAssay
SENP8 block-1: blocks human SENP8 cleavage of Nedd8 substrate; 360,000 tested, 0.64% active; AID 602440; inhibition, % at 20 µM; Q96LD8; recombinant SENP8, Nedd8 substrate fluorescence; in the data active means inhibition mostly above about 40%, no sharp cut-off; inactive means mostly below about 27%
Apaf1 inhib: human Apaf-1 inhibition | reconstituted apoptosome caspase-3 activity, DEVD-Rh110 fluorescence | 330,000 tested, 0.71% active | O14727 | AID 489030 | inhibition, % at 20 µM; active means inhibition of at least 40% at 20 µM;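 further: plate controls were DMSO wells for no effect and DEVD-CHO caspase inhibitor wells for full effect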
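Material: reconstituted apoptosome with Apaf-1, cytochrome c, caspase-9, procaspase-3, dATP / Buffer or medium: pH 7.5 Hepes buffer with CHAPS, BSA, DTT / Also added: cytochrome c with DEVD-Rh110 / Schedule: compound with Apaf-1, dATP, procaspase-3 30 min, then 50 min reaction, room temperature / Technique: rhodamine 110 fluorescence at Ex 480/Em 540 nm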
SENP6 block: SENP6 protease inhibition | Q9GZR1 | Recombinant SENP6 catalytic domain, aminoluciferin luminescence | inhibition, % at 10 µM | 330,000 tested, 1.8% active | AID 2599;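 active means inhibition above about 50% at the single tested dose, limit read from the data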;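 further: plate controls were DMSO wells with enzyme for no effect and DMSO wells lacking enzyme for full effect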
SENP7 inh: inhibitors of human SENP7 protease; Q9BQF6; inhibition, % at 5 µM; 330,000 tested, 1.5% active; AID 434973; recombinant SENP7, Z-RLRGG-aminoluciferin luminescence, 40 min;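 active means inhibition above about 50% at the single test dose, limit read from the data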;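 further: plate controls were DMSO with enzyme for no effect and no enzyme buffer wells for full effect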
SENP8 block-2: inhibitors of human SENP8 protease; Q96LD8; purified SENP8, Z-RLRGG-aminoluciferin cleavage, luminescence; inhibition, % at 10 µM; 330,000 tested, 1.2% active; AID 2540; in the data active means inhibition above about 50%
SENP1 inh: inhibitors of human SENP1 SUMO protease catalytic domain; Q9P0U3; recombinant SENP1 catalytic domain, CyPet-SUMO1-YPet FRET cleavage; inhibition, % at 10 µM; 360,000 tested, 0.21% active; AID 624204;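 active means inhibition at least 30% at 10 µM, raw YFP signal under a set limit, fluorescence ratio 0.5 to 1.5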;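 further: 0% = enzyme with DMSO and 100% = no enzyme wells; some results filed as inactive read as strong as hits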
Target sequence (Q9P0U3 419-644 limits assumed): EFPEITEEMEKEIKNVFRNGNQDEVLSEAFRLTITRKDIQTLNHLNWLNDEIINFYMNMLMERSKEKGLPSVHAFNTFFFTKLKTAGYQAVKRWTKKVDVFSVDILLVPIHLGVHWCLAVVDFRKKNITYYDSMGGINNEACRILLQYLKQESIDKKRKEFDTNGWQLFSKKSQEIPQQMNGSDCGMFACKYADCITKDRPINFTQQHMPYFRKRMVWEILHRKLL
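Controls: no-enzyme wells low, DMSO-plus-enzyme wells high control. Test system: human recombinant His6-tagged SENP1 catalytic domain enzyme. Reagent: SFCypet-SUMO1-SFYpet FRET protein substrate, 25 nM final. Doses: one dose per compound, 10 µM, 0.5% DMSO. Detection: FRET, CFP and YFP emission. Timing: 50 min reaction at room temperature.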
PfGluPho inh: PfG6PD (Plasmodium falciparum) enzyme inhibition; inhibition, % at 20 µM; PfGluPho enzyme, NADPH resazurin-diaphorase fluorescence; 350,000 tested, 0.78% active;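 active means inhibition reaching at least a set limit at 20 µM in the primary screen, cut at about 59% in these data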;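 further: 0% = DMSO wells with substrate and 100% = DMSO wells lacking glucose-6-phosphate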
HKDC1 inhibitor: HKDC1 (human) hexokinase inhibition; Q2TB90; recombinant HKDC1, G6PDH/diaphorase resazurin coupled fluorescence; inhibition, % at 20 µM; 340,000 tested, 0.16% active; AID 493160;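 active means inhibition above about 35% when tested at 20 µM, limit read from the data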;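 further: plate controls were DMSO wells with enzyme for no effect and DMSO wells lacking enzyme for full effect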
Target sequence (Q2TB90 whole entry, looked up): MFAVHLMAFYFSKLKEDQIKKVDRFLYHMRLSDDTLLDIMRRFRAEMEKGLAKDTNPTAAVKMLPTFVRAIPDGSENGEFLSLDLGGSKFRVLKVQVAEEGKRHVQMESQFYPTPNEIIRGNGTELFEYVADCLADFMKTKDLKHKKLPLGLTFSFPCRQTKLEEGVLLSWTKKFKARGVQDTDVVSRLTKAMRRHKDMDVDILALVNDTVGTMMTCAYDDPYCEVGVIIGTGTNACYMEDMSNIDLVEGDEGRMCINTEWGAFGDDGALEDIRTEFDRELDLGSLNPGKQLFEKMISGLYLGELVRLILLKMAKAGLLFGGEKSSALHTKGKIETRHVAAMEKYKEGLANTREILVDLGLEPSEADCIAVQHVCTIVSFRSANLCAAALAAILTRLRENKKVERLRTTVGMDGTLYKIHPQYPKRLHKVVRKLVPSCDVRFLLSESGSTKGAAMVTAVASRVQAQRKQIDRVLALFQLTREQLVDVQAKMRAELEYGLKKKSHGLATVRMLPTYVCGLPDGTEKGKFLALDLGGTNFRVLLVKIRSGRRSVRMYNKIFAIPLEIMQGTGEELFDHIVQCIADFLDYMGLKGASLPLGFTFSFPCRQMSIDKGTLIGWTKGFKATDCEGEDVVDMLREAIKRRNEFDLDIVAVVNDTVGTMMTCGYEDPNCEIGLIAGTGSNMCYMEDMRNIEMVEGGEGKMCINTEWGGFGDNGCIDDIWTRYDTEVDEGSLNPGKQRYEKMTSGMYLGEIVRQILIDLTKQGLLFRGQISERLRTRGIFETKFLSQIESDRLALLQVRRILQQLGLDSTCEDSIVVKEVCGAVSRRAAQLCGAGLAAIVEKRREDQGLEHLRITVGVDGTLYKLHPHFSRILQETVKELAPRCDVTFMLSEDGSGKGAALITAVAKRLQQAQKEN
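Assay system – recombinant HKDC1 (HK5) hexokinase enzyme, produced in-house · Input – HKDC1 at 5 µg/mL · Reagent – glucose plus 1 mM ATP as hexokinase substrates · Timing – 90 min reaction incubation at room temperature, dark · Measured by – G6PDH/diaphorase-coupled fluorescence, 1 mM NADP, 100 µM resazurin, 525/613 nm · Benchmarks – DMSO-enzyme wells negative, buffer-substituted wells positive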
* marks the source's active call; other numbers are inactive results; x = no result given.

Start of the data: the first 2 compounds as a preview:
SMILES | SENP8 block-1 | Apaf1 inhib | SENP6 block | SENP7 inh | SENP8 block-2 | SENP1 inh | PfGluPho inh | HKDC1 inhibitor
Cc1ccc(-n2nc(C(=O)NCc3ccc(C)o3)c3c4ccccc4n(C)c3c2=O)cc1 | -272 | 18 | 22 | 10 | 6 | 2 | -8 | -3
N#CCSc1nc(N)c(C#N)c(C2CCCCC2)c1C#N | -81 | 16 | 2 | 0 | 0 | 0 | -4 | -1

The list itself, from the start:
SMILES | SENP8 block-1 | Apaf1 inhib | SENP6 block | SENP7 inh | SENP8 block-2 | SENP1 inh | PfGluPho inh | HKDC1 inhibitor
Cc1ccc(-n2nc(C(=O)NCc3ccc(C)o3)c3c4ccccc4n(C)c3c2=O)cc1 | -272 | 18 | 22 | 10 | 6 | 2 | -8 | -3
N#CCSc1nc(N)c(C#N)c(C2CCCCC2)c1C#N | -81 | 16 | 2 | 0 | 0 | 0 | -4 | -1
O=C(Nc1ccc(Cl)cc1)Nn1cnc2ccccc2c1=O | 2 | 2 | 4 | 9 | -5 | 0 | -10 | -2
COc1ccc(S(=O)(=O)N2CCC3CC2c2cc(N4CCOCC4)ccc23)cc1 (stereo not drawn) | 6 | x | x | x | x | 1 | 3 | -5
COC(=O)c1ccc(S(=O)(=O)N2CCCC2)o1 | 17 | -11 | -19 | 4 | -2 | 1 | -3 | 8
CCOc1c(C)cnc2c1c(=O)n(Cc1cccc(Cl)c1)c(=O)n2C | -7 | 16 | 22 | 10 | 5 | -6 | -18 | 6
Cc1ccccc1NC(=O)C(=O)NCC1CCCN1S(=O)(=O)c1cccs1 (stereo not drawn) | -7 | 6 | 2 | 0 | -2 | -7 | 1 | -4
O=C1NN(c2cccc(Br)c2)C(=O)/C1=C\c1ccccc1 | 17 | 9 | -17 | -4 | 3 | 1 | 4 | 14
Nc1ccc(C(=O)OCCc2ccccc2)cc1 | 16 | -2 | 23 | 23 | 19 | 3 | 8 | 0
CS(=O)(=O)N1CCC(C(=O)O)CC1 | 1 | -14 | 1 | 2 | 2 | 1 | -14 | -3
COc1ccccc1NC(=O)CSc1nnc(CC(=O)Nc2cccc(C(F)(F)F)c2)n1C | 18 | 0 | -20 | -2 | -7 | 0 | 7 | -1
O=S(=O)(c1ccc(Cl)cc1)N1CCN=C1SCc1cccc(Cl)c1 | 5 | 13 | -10 | -6 | -11 | 0 | 43 | 2
COc1cc2[nH]c(C(=O)NN)c(N)c2cc1OC | x | 48* | -4 | 2 | -4 | x | x | x
CCC(=O)N/N=C(\C)CC(=O)Nc1ccc(Cl)cc1 | 8 | -8 | 0 | -1 | -6 | 1 | 0 | -2
Cc1c(Cl)cccc1N=Cc1ccc([N+](=O)[O-])s1 | 68* | 39 | 51* | 35 | 55* | 2 | 77* | 3
CC(C)(C)NC(=O)C(c1ccc(F)cc1)N(CC1CCCO1)C(=O)CCC(=O)Nc1ccccn1 (stereo not drawn) | 0 | 5 | -27 | 4 | 3 | -1 | -16 | -4
O=C(CCNS(=O)(=O)c1cccs1)NC1CCN(Cc2ccccc2)CC1 | 0 | 3 | -8 | -3 | -4 | -1 | 9 | -5
O=C(NCC(O)c1ccc([N+](=O)[O-])cc1)c1cccc(S(=O)(=O)N2CCOCC2)c1 (stereo not drawn) | 1 | 11 | 8 | 6 | 2 | 0 | 3 | -6
CCC1(C(=O)c2ccccc2)C(c2cccc([N+](=O)[O-])c2)C1(C(=O)OC)C(=O)OC (stereo not drawn) | 18 | 7 | 1 | 9 | -1 | 3 | 10 | -9
O=C(CCNS(=O)(=O)c1ccc(OC(F)(F)F)cc1)N1CCN(C/C=C/c2ccccc2)CC1 | -1 | 26 | 5 | -2 | 2 | 1 | 21 | 3
Oc1ccc(C[C@@H]2CNCCN2CCCCC2CCCCC2)cc1 | 23 | 39 | -1 | -4 | -5 | 1 | -9 | -3
CCOC(=O)c1ccc(NC(=O)CC2C(=O)OCCN2CC)cc1 (stereo not drawn) | 14 | -3 | -17 | -7 | -13 | -8 | -16 | -9
O=C(O)c1ccccc1NC1CCCCC1NS(=O)(=O)c1ccccc1 (stereo not drawn) | -325 | 2 | 29 | -2 | 0 | 1 | -1 | -4
Cc1ccc(S(=O)(=O)CCNC(=O)Cc2ccccc2)cc1 | 16 | 17 | -20 | -2 | -5 | 2 | -3 | 2
CC(=O)NC1=NN(C(C)=O)C(c2ccccc2)S1 (stereo not drawn) | 7 | -5 | -7 | 0 | -6 | 2 | -9 | -5
CSc1nnc(C)c(=O)n1COC(=O)/C=C/c1ccc2c(c1)OCO2 | -369 | -7 | -18 | 13 | -8 | 3 | -4 | 2
Cc1cccc(NC(=O)CSCC(=O)OCc2ccccn2)c1 | 13 | 3 | -7 | -5 | 5 | 0 | -2 | -8
COC(=O)c1cn(C(=O)c2cc(C)cc(C)c2)c2ccccc12 | 3 | 9 | -8 | -2 | 1 | 2 | -1 | -9
CC(C)(C)c1ccc(Cn2ccc(-c3ccc4c(c3)OCO4)n2)cc1 | 7 | 11 | -2 | 7 | 8 | -1 | 31 | 1
CCCN(C(=O)CSc1n[nH]c(-c2ccc(OC)cc2)n1)c1c(N)n(Cc2ccccc2)c(=O)[nH]c1=O | 4 | 5 | -6 | 11 | -6 | 0 | -14 | 0
COc1cc2c(C#N)c(N3CCOCC3)nc(N)c2c(N)n1 | -399 | 5 | 5 | 21 | -1 | -31 | -29 | 2
CCC1(CC(C)C)SC(N)=NC1=O (stereo not drawn) | 8 | x | x | x | x | 1 | -1 | -5
CN(CCCC1CCCC1)C(=O)CC1C(=O)NCCN1Cc1ccc(F)cc1 (stereo not drawn) | -151 | 0 | -15 | -2 | -6 | -15 | -4 | -3
O=C(CN1CCC(O)(c2ccccc2)CC1)Nc1ccc2c(c1)OCCO2 | -2 | 0 | 20 | 0 | -2 | 0 | -4 | -1
CC(c1ccccc1)c1nnc(N)s1 (stereo not drawn) | 7 | -4 | -21 | 3 | -3 | 1 | -6 | -6
COC(=O)[C@H](Cc1ccccc1)NC(=O)N1CCCCCC1 | 20 | 2 | 13 | 1 | -3 | 3 | -1 | -6
Cc1ccc(OCC(=O)N(Cc2ccccc2)C(C)C)c([N+](=O)[O-])n1 | 10 | 6 | -1 | 7 | -7 | -1 | 0 | -10
COc1cccc(C(=O)NC2=NCCS2)c1OC | 13 | -2 | -12 | -11 | -17 | 3 | -6 | -2
CCOC(=O)N1CCN(c2ccc(Cl)cc2)CC1 | 5 | 11 | -23 | 6 | -6 | -1 | -12 | -5
CCC(C(=O)Nc1cc(C)nn1-c1nc(C)cc(C)n1)c1ccccc1 (stereo not drawn) | 12 | 5 | -25 | 1 | 3 | 0 | 16 | -5
COc1ccc2oc(C(=O)NC3(C)CCS(=O)(=O)C3)c(C)c2c1 (stereo not drawn) | -328 | 5 | -14 | -2 | -2 | -2 | 14 | -4
O=C(CSc1nnc(-c2ccncc2)o1)Nc1cc(F)ccc1F | 1 | -8 | -4 | -7 | 8 | 1 | -7 | -1
Cc1cc(Br)c(NC(=O)COn2nnc3ccc(S(C)(=O)=O)cc32)c(Br)c1 | 2 | -3 | 11 | -5 | 5 | 0 | -8 | 0
CN(CCc1ccccn1)C(=O)CC1C(=O)NCCN1Cc1ccccc1C(F)(F)F (stereo not drawn) | -16 | 2 | 11 | -2 | 13 | -2 | 3 | -4
N#Cc1c(-c2ccc(F)cc2)nc(-c2ccccc2)[nH]c1=O | -53 | 5 | 5 | -4 | 1 | 2 | -17 | -2

4 compounds from above, ordered by the value under SENP7 inh, high to low.
canonical_smiles,SENP7 inh
COc1cc2c(C#N)c(N3CCOCC3)nc(N)c2c(N)n1,21
Cc1ccc(OCC(=O)N(Cc2ccccc2)C(C)C)c([N+](=O)[O-])n1,7
CC(c1ccccc1)c1nnc(N)s1 (stereo not drawn),3
COC(=O)[C@H](Cc1ccccc1)NC(=O)N1CCCCCC1,1

Going on with the list:
SMILES | SENP8 block-1 | Apaf1 inhib | SENP6 block | SENP7 inh | SENP8 block-2 | SENP1 inh | PfGluPho inh | HKDC1 inhibitor
O=C(Oc1ccc(C(=S)N2CCOCC2)cc1)c1ccc([N+](=O)[O-])cc1[N+](=O)[O-] | 13 | -16 | 0 | -1 | 6 | -1 | 21 | -2
NC(=O)c1ccc(NC(=O)c2ccc(CN3CCOCC3)cc2)cc1 | 8 | 5 | 0 | -6 | -8 | 2 | -18 | -2
O=C(COc1ccccc1C(=O)O)NC1CCCc2ccccc21 (stereo not drawn) | 18 | -4 | 16 | 10 | 2 | -1 | 5 | -5
O=C(CSc1ncccc1C(=O)O)c1ccc2ccccc2c1 | 3 | 0 | 21 | -1 | 2 | -1 | -24 | 3
O=C(/C=C/c1ccc2c(c1)OCO2)N1CCN(c2ccc(Cl)cc2)CC1 | -16 | 10 | -2 | 3 | 1 | 1 | -14 | -9
COc1ccc2nc(C)cc(N3CCOCC3)c2c1 | 7 | -12 | 2 | 4 | 5 | 1 | 2 | -9
COc1cccc(C(c2c(NC(=O)c3ccco3)sc(C)c2C)N2CCOCC2)c1 (stereo not drawn) | -87 | 12 | -5 | 10 | 0 | 12 | -13 | 2
Cc1nc2ccc(NC(=S)N3CCOCC3)cc2nc1C | -388 | -3 | 11 | 1 | -2 | -7 | -5 | 3
CN(C)CCN(C(=O)/C=C/c1cccs1)c1nc2ccc(Br)cc2s1 | -65 | 13 | 1 | 1 | -9 | 1 | 5 | -6
CCOc1ccccc1OCC(=O)N/N=C(\C)Cc1ccc(OC)cc1 | 7 | 0 | 2 | 3 | 2 | -1 | 13 | -6
CSc1nc(Cl)cc(Nc2ccc(O)cc2)n1 | 6 | -1 | -20 | -12 | -8 | 0 | 1 | 1
CCNC(=S)Nc1ccc(Cc2nc3ccccc3[nH]2)cc1 | 9 | 4 | -1 | -5 | -10 | 3 | -16 | 2
O=c1oc(-c2ccccc2)nc2c1cnn2-c1ccccc1 | 6 | -12 | -5 | -1 | -1 | 1 | -3 | 5
COc1ccc(C(=O)OCC(=O)NC(=O)Nc2ccccc2F)c(OC)c1 | 2 | -5 | 9 | 11 | -1 | -1 | -12 | -5
COC(=O)c1cccc(COC(=O)c2ccc(N(C)C)cc2)c1 | 26 | 21 | -6 | 0 | 2 | 3 | 15 | 0
Cc1ccc(C2CC(c3ccc(Cl)cc3)n3nc(N)nc3N2)cc1 (stereo not drawn) | -205 | 4 | 0 | -5 | 6 | -2 | 19 | -2
Clc1ccccc1-c1nnc(-c2ccccc2Cl)o1 | 21 | -1 | 83* | -1 | 77* | -3 | -15 | 0
CCCNC(=O)COc1coc(CN2CCN(c3ccccc3OC)CC2)cc1=O | 11 | 6 | 7 | 3 | 8 | 1 | -7 | -4
O=C(O)CCCn1cc(NC(=O)COc2ccc(F)cc2)cn1 | 7 | 16 | 1 | 7 | 3 | -1 | 6 | 2
Cn1c(N2CCN(c3ccccn3)CC2)nc2c1c(=O)n(Cc1ccc(Cl)cc1)c(=O)n2C | 13 | 22 | -20 | 0 | 8 | 3 | 24 | 0
CCCn1c(Nc2ccccc2)nc2ccccc21 | 7 | 0 | 8 | 1 | 6 | 0 | 20 | -3
CCn1cc(C(=O)NCCCN(C)c2ccccc2)c(=O)c2cc(S(=O)(=O)N(C)C)ccc21 | 8 | 4 | -5 | 1 | 5 | -1 | 7 | 4
CCOC(=O)c1ccc(NC(=O)N2CCc3ccccc3C2)cc1 | -2 | 7 | 10 | 5 | 13 | 0 | 13 | -2
